Assay outcomes (PubChem BioAssay)
human PMI inhibition: inhibitors of human PMI, primary screen, biochemical, fluorescence intensity, coupled assay (AID 1209); inhibition, % at 20 µM; hits with a dose series show IC50 in µM; purified PMI enzyme, coupled fluorescence intensity; higher % means a stronger effect; 190,000 tested, 0.42% active;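 note: plate controls were DMSO vehicle for no effect and wells lacking substrate for full effect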
PMI inhibition: human PMI inhibitors, high substrate, primary screen, biochemical, fluorescence intensity, high mannose 6-phosphate (AID 1220); one-dose inhibition, % at 20 µM; IC50 in µM for titrated hits; recombinant PMI enzyme, coupled fluorescence intensity; higher % means a stronger effect; 190,000 tested, 0.66% active
Autophagy mod: modulators of autophagy; MEF GFP-LC3 puncta imaging; test concentration mostly 10 µM; calls only at 10 µM (by protocol); 190,000 tested, 0.98% active;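 active = percentage of spot-positive cells more than 3 SD above its plate mean, without a fluorescence outlier flag or 80% toxicity; inconclusive = no clear call, values can overlap the other calls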;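 note: spot-positive cell cutoff set from DMSO-treated cells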
Yfh1-off respiration: enhancers of respiration in Yfh1-depleted yeast, dose response, Friedreich's ataxia, plus single-dose screen (AID 1465); 220,000 tested, 0.074% active; one-dose fold induction at 50 µM; EC50 in µM for titrated hits; S. cerevisiae Yfh1-off respiration, WST-1 reduction, 72 h; higher fold induction means a stronger effect;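 active = fold induction of absorbance versus untreated yeast above a set limit, then at least 30% activation at any dose in follow-up; inconclusive = repeats straddling the limit, or above it without dose testing; inactive = fold induction below the set limit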;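 note: activators that raise dye reduction in frataxin-depleted yeast; strong numbers were not always called active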
Ins promoter up: MIN6 insulin promoter up-regulation | MIN6 insulin promoter-GFP reporter, high-content imaging; stronger effect = higher value | z-score at 5 µM | 190,000 tested, 0.3% active | AID 1625;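 active = z-score above 3 at 5 µM with at least 500 cells counted in the well; inconclusive = wells under 500 cells, flagged as cytotoxic or low count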
MT stabilizer: microtubule stabilization, imaging screen. HeLa tubulin immunostaining HCS, 24 h; share of cells brighter than vehicle mean+2SD. % tubulin-high responders, % at 10 µM. 200,000 tested, 0.83% active;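 active = plate Z-score above 3 for both tubulin-high and condensed-nucleus cell shares, with cell loss under 80%, at 10 µM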;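 note: anti alpha tubulin signal scored within the nucleus-defined area of each cell; some results filed as inactive read as strong as hits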
WT yeast gro inh: growth inhibition of WT yeast, mitochondrial fusion screen. mitochondrial fusion phenotypic screen, WT strain. 190,000 tested, 2.1% active. AID 1362. inhibition, % at 10 µM; in the data active = inhibition above about 58%; tested in S. cerevisiae
bCat nuc transl: alters nuclear translocation of beta-catenin in HeLa cells; immunofluorescence imaging; nuclear translocation activity, % at 5 µM; 190,000 tested, 0.3% active; AID 1665;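 active = nuclear translocation activity above 50% at 5 µM, with a well cell count of 50 or more; inconclusive = wells under 50 cells across six images, flagged as toxic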;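 note: per-cell ratio of nuclear to cytoplasmic median beta-catenin stain intensity; plate controls were DMSO negative control for no effect and GSK-3 inhibitor IX positive control for full effect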
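test system = HeLa cells, endogenous beta-catenin | dosing = single 5 µM dose plus 0.02–20 µM confirmation series | times = compound treatment 24 h, 37°C, 5% CO2 | technique = beta-catenin immunofluorescence imaging with DAPI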
Dynein cargo inh: dynein cargo transport inhibition. 3617.4 mouse cells, GR-EGFP nuclear translocation imaging; test concentration mostly 20 µM; stimulated with dexamethasone, 1 µM; stronger effect = lower value. z-score, hits read low. 220,000 tested, 0.47% active. AID 1381;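 active = plate z-score of nuclear minus cytoplasmic receptor signal below a set negative limit, without overly bright fluorescence or cell loss, cut at about -3.5 in these data, passing the limit was not always enough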;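 note: z-score of nuclear minus cytoplasmic ring GR-EGFP intensity difference per well; some compounds called inactive have numbers as strong as hits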
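Buffer or medium: Induction medium lacking tetracycline, stripped serum | Also added: Dexamethasone agonist, 1.0 µM final, for 30 min | Timing: 48 h induction, 1 h compound, 30 min dex at 37 °C | Detection: Formaldehyde fixation, Hoechst nuclear stain, 10x automated fluorescence imaging | Measure: Nuclear versus cytoplasmic GR-EGFP signal, averaged per well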
WT yeast gro inh mutant strain: second read-out of WT yeast gro inh, no call of its own (marks repeat the call); inhibition, %; mitochondrial fusion phenotypic screen, mutant strain inhibition
Dynein cargo inh cytoplasmic EGFP: recorded beside Dynein cargo inh, whose call it bears; z-score; measured here: cytoplasmic GR-EGFP intensity; stronger effect = higher value
Dynein cargo inh nuclear GR-EGFP: second read-out of Dynein cargo inh, no call of its own (marks repeat the call); z-score; measured here: nuclear GR-EGFP intensity;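 lower value marks the stronger effect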
Dynein cargo inh cell count: further read-out of Dynein cargo inh, marked with its call; z-score; measured here: cell count per field
Ins promoter up cell count: further read-out of Ins promoter up, marked with its call; cell count; measured here: cytotoxicity, nuclei count;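 total cells summed across four imaged fields per well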
bCat nuc transl cell count 5 µM: second read-out of bCat nuc transl, no call of its own (marks repeat the call); cell count; measured here: cell count, cytotoxicity flag
MT stabilizer Hoechst-high %: also measured in MT stabilizer; calls as there; % Hoechst-high responders; measured here: nuclear condensation Hoechst responders;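 share of cells brighter than vehicle mean plus two SD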
MT stabilizer cytotoxicity %: further read-out of MT stabilizer, marked with its call; toxicity, %; measured here: cytotoxicity by cell density;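 0% = mean cell density of plate MIN control wells and 100% = no cells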
Autophagy mod cell loss 18 h: second read-out of Autophagy mod, no call of its own (marks repeat the call); toxicity, %; measured here: cell loss, nuclei count;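 cell loss after 18 h compound exposure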
The depositor's hits bear a star. Cut-off read from the data, not from the text of the source, unless noted: active = inhibition above about 50%; inactive = the rest.

For COC(=O)c1c(N2C(=O)[C@H]3[C@@H](C2=O)[C@]2(C(=O)Nc4c2ccc(C)c4C)N2CCC[C@@H]32)sc(C)c1C the results were human PMI inhibition 10%, PMI inhibition 0%, Autophagy mod inactive, Yfh1-off respiration inactive, Ins promoter up -0.33, MT stabilizer 4.8, WT yeast gro inh 27, bCat nuc transl 0.1, Dynein cargo inh -0.51, WT yeast gro inh mutant strain 1, Dynein cargo inh cytoplasmic EGFP 1.1, Dynein cargo inh nuclear GR-EGFP 0.078, Dynein cargo inh cell count 1, Ins promoter up cell count 1489, bCat nuc transl cell count 5 µM 1084, MT stabilizer Hoechst-high % 1.7, MT stabilizer cytotoxicity % 4.6 and Autophagy mod cell loss 18 h -13.
`O=C(CSCc1ccc(F)cc1)Nc1nc2c(s1)CCCC2` gave human PMI inhibition 11%, PMI inhibition 14%, Autophagy mod inactive, Yfh1-off respiration inactive, Ins promoter up -0.92, MT stabilizer 2.0, WT yeast gro inh 18, bCat nuc transl -3.0, Dynein cargo inh -0.1, WT yeast gro inh mutant strain -6, Dynein cargo inh cytoplasmic EGFP -0.21, Dynein cargo inh nuclear GR-EGFP 0.78, Dynein cargo inh cell count 0.19, Ins promoter up cell count 1481, bCat nuc transl cell count 5 µM 1011, MT stabilizer Hoechst-high % 2.1, MT stabilizer cytotoxicity % 7.1 and Autophagy mod cell loss 18 h -36.
CC(C)N=C(NC#N)SCc1ccccc1 was read as human PMI inhibition -3%, PMI inhibition -10%, Autophagy mod inactive, Yfh1-off respiration inactive, Ins promoter up 0.93, MT stabilizer 2.5, WT yeast gro inh -5, bCat nuc transl 1.0, Dynein cargo inh 1.1, WT yeast gro inh mutant strain -9, Dynein cargo inh cytoplasmic EGFP -0.09, Dynein cargo inh nuclear GR-EGFP 1.7, Dynein cargo inh cell count -0.57, Ins promoter up cell count 1631, bCat nuc transl cell count 5 µM 1342, MT stabilizer Hoechst-high % 1.6, MT stabilizer cytotoxicity % 12 and Autophagy mod cell loss 18 h 20.
Screening COc1cccc(CC(NC(C)=O)C(=O)NC2CCN(S(=O)(=O)c3ccc(F)cc3)CC2)c1OC (stereo unspecified) returned Autophagy mod inactive, Yfh1-off respiration inactive, Ins promoter up -0.1, MT stabilizer 2.6, WT yeast gro inh -14, bCat nuc transl 0.5, Dynein cargo inh -0.099, WT yeast gro inh mutant strain -6, Dynein cargo inh cytoplasmic EGFP -0.22, Dynein cargo inh nuclear GR-EGFP -0.31, Dynein cargo inh cell count 0.35, Ins promoter up cell count 1605, bCat nuc transl cell count 5 µM 1541, MT stabilizer Hoechst-high % 1.7, MT stabilizer cytotoxicity % 12 and Autophagy mod cell loss 18 h 6.
Screening COc1ccc(-c2c(C#N)c(SCC(N)=O)nc3c2CCCC3)cc1 returned human PMI inhibition 18%, PMI inhibition 28%, Autophagy mod inactive, Yfh1-off respiration inactive, MT stabilizer 3.2, WT yeast gro inh -16, bCat nuc transl -8.9, Dynein cargo inh 1.4, WT yeast gro inh mutant strain -7, Dynein cargo inh cytoplasmic EGFP -0.15, Dynein cargo inh nuclear GR-EGFP 0.41, Dynein cargo inh cell count -1.6, bCat nuc transl cell count 5 µM 1183, MT stabilizer Hoechst-high % 1.7, MT stabilizer cytotoxicity % 7.6 and Autophagy mod cell loss 18 h -3.
`CCCNC(=O)Nc1cccc(C(=O)OC)c1` gave Yfh1-off respiration inactive, Ins promoter up -0.47, bCat nuc transl 0.4, Dynein cargo inh 0.91, Dynein cargo inh cytoplasmic EGFP 0.25, Dynein cargo inh nuclear GR-EGFP 0.49, Dynein cargo inh cell count -0.75, Ins promoter up cell count 1099 and bCat nuc transl cell count 5 µM 1282.
Screening Cc1ccc2[nH]c(=O)c(CN(CCO)Cc3nnnn3CCc3ccccc3)cc2c1 returned human PMI inhibition -12%, PMI inhibition -33%, Autophagy mod inactive, Yfh1-off respiration inactive, Ins promoter up -1, MT stabilizer 3.0, WT yeast gro inh 44, bCat nuc transl -0.9, Dynein cargo inh -0.66, WT yeast gro inh mutant strain 36, Dynein cargo inh cytoplasmic EGFP -0.44, Dynein cargo inh nuclear GR-EGFP -0.13, Dynein cargo inh cell count 0.48, Ins promoter up cell count 1021, bCat nuc transl cell count 5 µM 1175, MT stabilizer Hoechst-high % 2.6, MT stabilizer cytotoxicity % 11 and Autophagy mod cell loss 18 h 1.
COc1ccc(C(=O)NN2C(=O)C3CCC(C)(C2=O)C3(C)C)cc1 (stereo unspecified) was read as human PMI inhibition -12%, PMI inhibition -12%, Autophagy mod inactive, Yfh1-off respiration inactive, Ins promoter up -0.08, MT stabilizer 0.8, WT yeast gro inh -3, bCat nuc transl -1.6, Dynein cargo inh -0.43, WT yeast gro inh mutant strain 2, Dynein cargo inh cytoplasmic EGFP -0.18, Dynein cargo inh nuclear GR-EGFP -0.31, Dynein cargo inh cell count 0.11, Ins promoter up cell count 1613, bCat nuc transl cell count 5 µM 1347, MT stabilizer Hoechst-high % 2.0, MT stabilizer cytotoxicity % 8.7 and Autophagy mod cell loss 18 h -2.
Screening COc1ccc(/C=N/N2C(=O)C3C4C=CC(C4)C3C2=O)cc1[N+](=O)[O-] (stereo unspecified) returned human PMI inhibition 3%, PMI inhibition 2%, Autophagy mod inactive, Yfh1-off respiration inactive, Ins promoter up 1.9, MT stabilizer 3.3, WT yeast gro inh -22, bCat nuc transl -0.1, Dynein cargo inh -1.2, WT yeast gro inh mutant strain -8, Dynein cargo inh cytoplasmic EGFP -0.31, Dynein cargo inh nuclear GR-EGFP -1, Dynein cargo inh cell count 1.6, Ins promoter up cell count 1389, bCat nuc transl cell count 5 µM 1481, MT stabilizer Hoechst-high % 1.4, MT stabilizer cytotoxicity % 8.4 and Autophagy mod cell loss 18 h -23.
For CN1CCN(C(=O)c2ccc(Cl)c(S(=O)(=O)N3CCCCCC3)c2)CC1 the results were human PMI inhibition 6%, PMI inhibition 6%, Autophagy mod inactive, Yfh1-off respiration inactive, Ins promoter up -0.61, MT stabilizer 3.5, WT yeast gro inh 14, bCat nuc transl 0.0, Dynein cargo inh 1.4, WT yeast gro inh mutant strain 9, Dynein cargo inh cytoplasmic EGFP -0.3, Dynein cargo inh nuclear GR-EGFP 0.93, Dynein cargo inh cell count -0.72, Ins promoter up cell count 1353, bCat nuc transl cell count 5 µM 1082, MT stabilizer Hoechst-high % 1.9, MT stabilizer cytotoxicity % 9.6 and Autophagy mod cell loss 18 h -13.
Screening CCC(C)NS(=O)(=O)c1ccc(S(=O)(=O)N2CCCC3(CCCCC3)C2)cc1 (stereo unspecified) returned human PMI inhibition 20%, PMI inhibition 16%, Autophagy mod inactive, Yfh1-off respiration inactive, Ins promoter up inconclusive, MT stabilizer 3.5, WT yeast gro inh 37, bCat nuc transl -1.7, Dynein cargo inh 0.26, WT yeast gro inh mutant strain 36, Dynein cargo inh cytoplasmic EGFP -0.23, Dynein cargo inh nuclear GR-EGFP 0.09, Dynein cargo inh cell count -1.2, bCat nuc transl cell count 5 µM 1197, MT stabilizer Hoechst-high % 3.4, MT stabilizer cytotoxicity % 3.5 and Autophagy mod cell loss 18 h 32.
`Cc1ccccc1NC(=S)NCc1ccc2c(c1)cc(C)n2C` gave human PMI inhibition 13%, PMI inhibition 14%, Autophagy mod inactive, Yfh1-off respiration inactive, Ins promoter up 0.48, MT stabilizer 3.5, WT yeast gro inh 12, bCat nuc transl -1.8, Dynein cargo inh -0.29, WT yeast gro inh mutant strain -14, Dynein cargo inh cytoplasmic EGFP -0.2, Dynein cargo inh nuclear GR-EGFP 0.69, Dynein cargo inh cell count 0.23, Ins promoter up cell count 1121, bCat nuc transl cell count 5 µM 507, MT stabilizer Hoechst-high % 2.4, MT stabilizer cytotoxicity % 3.0 and Autophagy mod cell loss 18 h -12.
Screening CCOC(=O)N1CCC(NC(=O)Cn2c3c(c(-c4ccccc4Cl)cc2=O)CCC3)CC1 returned human PMI inhibition 24%, PMI inhibition 25%, Autophagy mod inactive, Yfh1-off respiration inactive, Ins promoter up 0.85, MT stabilizer 2.9, WT yeast gro inh 12, bCat nuc transl -2.6, Dynein cargo inh -1.7, WT yeast gro inh mutant strain 0, Dynein cargo inh cytoplasmic EGFP -0.17, Dynein cargo inh nuclear GR-EGFP -0.43, Dynein cargo inh cell count 1.1, Ins promoter up cell count 2017, bCat nuc transl cell count 5 µM 1147, MT stabilizer Hoechst-high % 2.7, MT stabilizer cytotoxicity % 8.6 and Autophagy mod cell loss 18 h 1.
For COc1ccc(N(C(=O)CNC(=O)c2ccco2)C(C(=O)NC2CCCCC2)c2ccco2)cc1 (stereo unspecified) the results were human PMI inhibition -1%, PMI inhibition 4%, Autophagy mod inactive, Yfh1-off respiration inactive, MT stabilizer 1.8, WT yeast gro inh 7, Dynein cargo inh 0.72, WT yeast gro inh mutant strain 6, Dynein cargo inh cytoplasmic EGFP -0.17, Dynein cargo inh nuclear GR-EGFP 0.33, Dynein cargo inh cell count 0.004, MT stabilizer Hoechst-high % 2.2, MT stabilizer cytotoxicity % 14 and Autophagy mod cell loss 18 h -3.
O=C1CCCCC1C(Nc1ccc(Cl)cc1)c1ccccc1 (stereo unspecified) was read as human PMI inhibition 7%, PMI inhibition 3%, Autophagy mod inactive, Yfh1-off respiration inactive, Ins promoter up -0.05, MT stabilizer 2.1, WT yeast gro inh 38, bCat nuc transl -3.3, Dynein cargo inh -0.17, WT yeast gro inh mutant strain -3, Dynein cargo inh cytoplasmic EGFP -0.22, Dynein cargo inh nuclear GR-EGFP 0.1, Dynein cargo inh cell count 0.48, Ins promoter up cell count 878, bCat nuc transl cell count 5 µM 1140, MT stabilizer Hoechst-high % 1.3, MT stabilizer cytotoxicity % 6.4 and Autophagy mod cell loss 18 h 7.
